# PKA-R2B activ: PKA-R2B complex activation; activation, % at 11.4 µM; PKA-R2B holoenzyme dissociation, Cy5-IP20 fluorescence polarization; R2B truncated from residue 108, S112A mutant; 0% DMSO only, 100% 113 µM cGMP; AID 504700; P22694+P31323; 0.079% of 340,000 active;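 active = activation above a cutoff set at the mean over all compounds plus 3 SD, cut at about 18% in these data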;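 note: higher means more holoenzyme dissociation and a rise in polarization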
# Mot1-301 SUMO: SUMOylation pathway inhibition by Mot1-301 growth rescue. growth rescue, % at 18.8 µM. S. cerevisiae Mot1-301 growth rescue, ATP luminescence, 38.5C; percent above DMSO median, 100 means doubled. 1% of 320,000 active;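 active = every valid replicate shows activation above 250% relative to neutral control wells; inactive = the rest, any valid replicate at or below 250%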;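 note: OY570 slx delta 5 strain wells were the positive control but not used for scaling; some compounds called inactive have numbers as strong as hits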
# HTR5A inv ctr: counter-screen for OPRM1-OPRD1 inverse agonists: human HTR5A inverse agonism | P47898 | HTR5A cell line, luminescence | inhibition, % at 9.3 µM | 0.083% of 340,000 active; in the data active = inhibition mostly above about 23%, no sharp cut-off; inactive = mostly below about 18%;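 note: 0% = cells with DMSO and 100% = no-cell wells with DMSO; some compounds called inactive have numbers as strong as hits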
# phage Ecoli inh: E. coli growth loss with phage present. growth absorbance. inhibition, % at 11.9 µM. 0.26% of 360,000 active. AID 651602; in the data active = inhibition above about 11%
# OPRM1-OPRD1 ag: OPRM1-OPRD1 heterodimerization agonism; activation, % at 9.3 µM; cells, luminescence; 0.3% of 340,000 active; in the data active = activation above about 18%;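 note: 0% = vehicle-treated cells and 100% = reference agonist; values of inactives mirror those of a sister screen read the other way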
# Target sequence (P35372 whole entry, looked up): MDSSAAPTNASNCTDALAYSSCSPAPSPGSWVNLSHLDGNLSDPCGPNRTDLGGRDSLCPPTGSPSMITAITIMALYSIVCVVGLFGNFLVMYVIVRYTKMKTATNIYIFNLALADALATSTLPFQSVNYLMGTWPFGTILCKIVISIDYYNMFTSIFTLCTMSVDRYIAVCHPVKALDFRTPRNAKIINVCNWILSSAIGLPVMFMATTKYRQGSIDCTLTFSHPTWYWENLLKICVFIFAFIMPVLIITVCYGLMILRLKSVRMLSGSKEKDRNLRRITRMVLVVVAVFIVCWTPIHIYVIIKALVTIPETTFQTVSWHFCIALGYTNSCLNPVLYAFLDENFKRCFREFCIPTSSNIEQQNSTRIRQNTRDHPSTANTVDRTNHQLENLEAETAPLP
# Target sequence (P41143 whole entry, looked up): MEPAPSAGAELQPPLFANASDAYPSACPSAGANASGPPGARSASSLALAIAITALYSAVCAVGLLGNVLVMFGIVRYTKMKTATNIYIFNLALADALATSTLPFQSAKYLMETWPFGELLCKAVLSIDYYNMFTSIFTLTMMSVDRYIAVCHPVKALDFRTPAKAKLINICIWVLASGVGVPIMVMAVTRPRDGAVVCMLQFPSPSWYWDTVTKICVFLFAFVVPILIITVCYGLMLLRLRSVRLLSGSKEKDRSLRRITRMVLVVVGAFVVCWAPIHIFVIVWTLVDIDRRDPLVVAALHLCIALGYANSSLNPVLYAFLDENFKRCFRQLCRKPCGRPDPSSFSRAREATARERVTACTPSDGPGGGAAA
# AddAB inh: less growth of phage-infected E. coli with AddAB. E. coli expressing H. pylori AddAB, absorbance growth. inhibition, % at 11.9 µM. 0.29% of 330,000 active. AID 435030; in the data active = inhibition above about 12%;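 note: 0% = vehicle wells of infected cells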
# PKA-R1A act: activates the PKA-R1A holoenzyme complex; activation, % at 11.4 µM; PKA-R1A dissociation, Cy5-IP20 fluorescence polarization; scaled: DMSO 0%, 113 µM cGMP 100%; AID 504707; P00514+P68181; 0.083% of 340,000 active;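 active = percent activation above the mean of all tested compounds plus 3 SD, cut at about 19% in these data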;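 note: higher means more PKAc released from R1A so a rise in polarization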
# PfHsp90 set2: reduces growth (ATP signal) of yeast expressing P. falciparum Hsp90. S. cerevisiae expressing PfHsp90, BacTiter-Glo ATP, 48 h; yeast lacking PDR1 and PDR3 efflux regulators. inhibition, % at 9.4 µM. 0.32% of 310,000 active;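 active = every replicate shows inhibition above about 80%, whatever the replicate mean, limit read from the data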;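 note: 0% = DMSO neutral controls and 100% = 20 µM radicicol positive controls; yeast relying on Plasmodium falciparum Hsp90 in place of its own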
# E coli growth: bacterial growth inhibition, counter-screen for AddAB inhibitors | 0.27% of 330,000 active | E. coli V3065 growth, OD600 absorbance, 18 h | inhibition, % at 11.9 µM;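 active = inhibition above the campaign's mean inhibition across all tested compounds plus 3 SD, cut at about 9.9% in these data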;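 note: uninfected addAB+ strain grown without phage in ampicillin broth; 0% = DMSO wells and 100% = ciprofloxacin 0.95 µg/ml wells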
# Tat transport: E. coli Tat transport inhibition | 0.036% of 340,000 active | E. coli MC4100 TorA-mCherry Tat export, fluorescence | inhibition, % at 10 µM | AID 488895;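 active = mean replicate inhibition at least 50% and at least half of replicates individually reaching 50%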;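 note: exported cargo escapes ClpAP degradation while cytoplasmic cargo is degraded and loses fluorescence; 0% = median of neutral control wells and 100% = median of NaSCN control wells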
# OPRM1-OPRD1 inv: mu-delta opioid heterodimer inverse agonism. P35372+P41143. cell-based MOR-DOR heterodimer luminescence. inhibition, % at 9.3 µM. 0.21% of 340,000 active. AID 504357; in the data active = inhibition above about 22%, passing the limit was not always enough;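 note: 0% = cells with DMSO and 100% = wells without cells with DMSO; values of inactives mirror those of a sister screen read the other way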
# Starred values were filed as active, the others as inactive; · = no result given; & = joins results of further samples. Compounds were not picked by outcome; about 2.2% have a hit in one of these screens.
compound,HTR5A inv ctr,OPRM1-OPRD1 ag,AddAB inh,E coli growth,PKA-R2B activ,PfHsp90 set2,PKA-R1A act,Mot1-301 SUMO,OPRM1-OPRD1 inv,phage Ecoli inh,Tat transport
CC1(C(=O)NCCc2c[nH]c3ccccc23)C=CC2(CCCCC2)N1C(=O)c1ccccc1 (centres undefined),1,-0.2,2.4,-1.0,5,3,2,-11,1,·,-2
CC(C)C(NC(=O)c1ccco1)C(=O)NCC(c1ccco1)N1CCCCC1 (centres undefined),15,-2.3,-2.4,-2.1,-6,10,2,-2,11,0.8,-6
CS(=O)(=O)N1N=C(c2cccs2)CC1c1ccccc1 (centres undefined),-9,-3.8,3.0,-1.7,1,3,-7,9,20,1.1,7
CCCOc1ccc(C2C(C(=O)/C=C/c3ccco3)=C(O)C(=O)N2CCN2CCOCC2)cc1OC (centres undefined),11,0.3,0.5,-1.4,-2,-10,-22,·,-1,1.0,2
Cc1nnc(N/N=C/C(C)c2ccccc2)[nH]c1=O (centres undefined),-5,-0.8,2.6,1.3,-4,18,-2,-7,4,1.8,4
O=C(Nc1ccc(F)cc1)Nc1nnc(Cc2ccccc2F)s1,-4,1.5,-0.2,3.7,13,4,5,12,-7,1.2,2
CCC(C)OC(=O)C1=C(C)NC(=O)CC1c1ccccc1OC (centres undefined),-5,-2.7,0.6,-1.4,-6,3,1,11,11,3.7,-4
O=C(N1CCOCC1)N1CCN(C(c2ccccc2)c2ccccc2)CC1,-3,-0.2,1.3,0.9,-4,-7,-5,20,1,0.6,-2
O=S(=O)(/N=C(/c1ccccc1Cl)N1CCOCC1)c1ccccc1,-16,-2.5,1.1,-0.9,-8,10,10,-6,14,0.8,2
Cc1onc(-c2c(F)cccc2Cl)c1C(=O)NNC(=O)C1CCN(Cc2cccc(F)c2)CC1,5,-1.0,-0.2,0.0,-2,14,-4,10,5,5.3,-3
O=C(NN1C(=O)NC2(CCCCC2)C1=O)c1ccc(Cl)c(Cl)c1,-20,-2.1,-3.3,-2.8,-8,1,-3,-14,8,-2.4,4
CCCCNS(=O)(=O)c1ccc(NC(=O)c2c(-c3ccccc3Cl)noc2C)cc1,-22,2.0,-0.6,-0.6,1,16,2,16,-11,·,4
O=C1CCC(C(=O)Nc2cccc3ccccc23)N1 (centres undefined),-15,-1.5,-0.3,-2.6,-10,62,0,-4,9,0.6,-7
N/C(COc1ccc(F)cc1)=N\NC(=O)c1cccnc1Oc1ccccc1,5,-1.7,0.8,-2.1,9,14,-8,207,10,1.4,2
Cc1ccc(C(=O)N2CC3(C(C)C)CN(C(=O)c4ccc(C)cc4)CC(C(C)C)(C2)C3=O)cc1,0,-0.1,2.9,0.8,-5,-9,4,58,1,4.6,-3&4
O=C1CCCC(O)=C1N=Nc1c(Cl)cc(Cl)cc1Cl,-4,-1.2,6.4,2.4,6,-14,-2,-2,6,0.3,-3
CC1Sc2ccc(S(=O)(=O)N3CCC(C(=O)Nc4ccc(Cl)cc4)CC3)cc2NC1=O (centres undefined),-8,4.6,4.0,1.1,-1,-11,0,8,-23,2.4,0
Cn1c2ccccc2c(=O)c2c(=O)n(Cc3ccco3)c(COc3ccccc3)nc21,-53,2.2,1.3,-6.1,-13,-2,5,3,-11,1.4,-3
COc1ccc(C2=Nc3ccccc3OC2)cc1,2,2.3,-4.0,-1.8,-7,-8,1,·,-14,1.4,-9
C=CCn1c(SCC(=O)Nc2c(C)n(C)n(-c3ccccc3)c2=O)nnc1-c1cccnc1,4,-1.6,-0.5,-2.1,-19,14,-1,-21,8,0.9,6
COC(=O)C1=C(C)NC(=O)NC1c1ccc(-c2ccc(Cl)cc2)o1 (centres undefined),-7,-1.4,-0.2,-0.4,1,-12,5,11,8,3.1,3
Cn1c(=O)[nH]c(=O)c2c1nc(N1CCCCCC1)n2CCOc1ccccc1,-6,-0.9,2.0,-0.2,-14,20,1,-3,5,-3.3,0
COC(=O)c1[nH]c2cc(OC)ccc2c1NC(=O)CN1CCN(c2cccc(C)c2)C(C)C1 (centres undefined),10,0.7,-2.6,-3.6,-1,-20,-11,-8,-4,3.7,16
C=CCn1c(O)c(N=NC(=O)CNC(=O)/C=C/c2ccco2)c2ccccc21,-24,-2.5,1.6,-1.2,-3,-4,8,3,14,1.5,0
CCc1ccccc1NC(=O)Nc1ccc2c(c1)OCO2,-7,-0.9,3.8,1.1,10,-10,-1,7,6,4.9,-3
COc1ccc(OC)c(NC(=O)CS(=O)(=O)c2cn(CC(=O)N3CCOCC3)c3ccccc23)c1,3,-0.6,-1.0,-0.2,0,31,0,-11,2,0.9,-8
COc1ccc(OC)c(C2CC(c3ccc(NS(C)(=O)=O)cc3)=NN2C(=O)c2ccccc2)c1 (centres undefined),10,0.1,0.7,0.3,-6,·,-7,6,-1,-0.8,0
COc1ccc(OC)c(NC(=O)C(=O)NNC(=O)COc2ccc(Br)cc2C)c1,-20,-1.1,-4.8,-5.3,-7,-12,-7,-7,5,-1.1,4
O=C(Nc1ccccc1C(=O)NCc1ccc(Cl)cc1)c1ccco1,-25,0.6,3.7,-0.9,-7,2,3,139,-3,0.9,-3
Cn1c(=O)[nH]c(=O)c2c1nc(Br)n2CCCCSc1nc2ccccc2o1,-7,1.9,0.8,-2.7,-9,-7,6,31,-10,4.1,5
CNC(=O)c1ncnnc1N(C)C(=O)NCc1ccccc1,-12,-0.8,1.3,-4.4,-4,-17,6,6,4,3.3,16
O/N=C(\COc1ccccc1O)c1ccccc1,-19,-3.0,3.3,1.2,-9,-4,-4,-18,17,1.4,0
O=C(COC(=O)C1CC1)Nc1ncc(Cl)cc1Cl,11,-1.6,1.3,-0.7,-15,·,2,47,9,0.1,1
COc1ccc(C(=O)N2CCNC(=O)C2CC(=O)Nc2cccc(Cl)c2Cl)cc1 (centres undefined),-7,-2.1,1.8,-0.3,-15,-5,-4,-6,15,-1.4,16
COc1ccc(-n2c(Cc3cc(=O)[nH]c(=O)[nH]3)nnc2SCC(=O)NC2CCCC2)cc1,5,-1.0,6.5,2.3,12,-41,10,-13,5,0.5,0
CCOC(=O)C1=C(O)C(=O)C(C(=O)OCC)C1 (centres undefined),0,-2.5,·,·,-3,13,-5,·,13,3.4,-3
O=C(NCc1cccc(Cl)c1)C1CCC(=O)N(CC2CCCCC2)C1 (centres undefined),4,-1.9,5.4,3.1,-5,-2,3,110,10,0.2,-5
CCc1cc2ccc(OC)cc2nc1SCC(=O)NNC(=O)c1ccco1,-2,-3.3,1.9,-1.6,2,-15,8,-5,16,2.9,0
COc1ccc(CNC(=O)CN2c3ccccc3S(=O)(=O)c3ccccc32)cc1,-12,-0.8,0.9,-2.2,6,-12,-7,-12,5,1.8,1
CC(=O)Nc1ccc(SCCC2CCCCN2C)cc1 (centres undefined),4,-1.7,2.4,1.4,-7,8,-3,5,11,0.7,1
CCCCCCCN1C(Nc2ccccc2)=NC[C@@H]1C,1,-2.8,3.7,-0.9,-7,2,-10,-27,16,4.6,1
O=C(NNc1cc(Cl)ccc1Cl)c1c(F)cccc1Cl,-2,-4.3,0.8,-0.2,-4,-28,9,26,22,0.0,9
COc1ccc(N2CCN(CC(=O)N3N=CCC3c3ccccc3)CC2)cc1 (centres undefined),11,-1.6,-2.3,-2.6,-5,10,-5,2,11,1.5,-2
C/C(Cc1ccccc1)=N\NC(=O)CNC(=O)Cc1ccc(Cl)cc1,-21,-0.8,0.2,-2.2,1,0,-7,-5,4,-2.8,12
CCn1c(CNC(=O)c2ccc3c(c2)OCO3)nnc1SCC(=O)Nc1ccccc1F,-5,-1.7,0.3,0.1,-5,0,-3,-6,11,0.5,-8
COc1ccc(OCCCn2ccnc2)cc1,0,-2.5,2.5,-1.6,5,5,0,390,14,1.5,-10
O=C1NC2(CCCCC2)C(=O)N1c1cccc(Cl)c1,2,-2.2,-2.4,0.9,-3,8,9,-14,12,1.1,5
CCCC(C)NC(=O)COC(=O)c1ccc(Cl)c(S(N)(=O)=O)c1 (centres undefined),12,-0.8,1.9,-0.2,1,-35,7,7,3,0.1,-6
Cc1cc(C)n2nc(SCC(=O)c3cc(C)n(CC4CCCO4)c3C)nc2n1 (centres undefined),-5,1.3,0.3,-1.1,-16,-1,-7,8,-6,1.9,5
Cc1c(N2C(=O)/C(=C/c3ccc(N(C)C)cc3)N(C)C2=S)c(=O)n(-c2ccccc2)n1C,29*,-1.6,·,·,1,11,-9,·,8,1.6,-1

# Additional records
compound,HTR5A inv ctr,OPRM1-OPRD1 ag,AddAB inh,E coli growth,PKA-R2B activ,PfHsp90 set2,PKA-R1A act,Mot1-301 SUMO,OPRM1-OPRD1 inv,phage Ecoli inh,Tat transport
COc1ccc(-c2c([C@H]3[C@H]4C=CC[C@@H](C)[C@@H]4C(=O)N3Cc3ccccc3)ccc3ccccc23)cc1,-12,1.8,0.2,-0.5,2,13,12,-22,-10,2.5,5
O=C(Nc1cccc(Cl)c1)c1cc(N=Nc2ccc([N+](=O)[O-])cc2Cl)ccc1O,17,-1.0,1.6,1.3,-8,41,-7,-26,5,2.7,-3
COc1cc(Cl)c(CN2CCCC(CO)(Cc3ccccc3F)C2)cc1OC (centres undefined),-16,5.5,-3.3,0.6,-1,8,0,-2,-28,4.1,20
Cc1ccc(Cn2c(=O)c3c(nc4n3CCN4Cc3ccco3)n(C)c2=O)cc1,·,·,0.7,2.4,-3,-26,-3,-19,·,-1.1,4
CCCCCCOC(=O)C1=C(C)NC(=O)NC1c1ccc(O)cc1 (centres undefined),-6,-2.8,2.7,0.7,4,16,-9,84,12,2.9,5
O=C(OCC(=O)N1CCCCC1)c1cc2ccccc2cc1O,7,0.2,5.9,0.2,-2,11,0,461,-1,0.5,1
CS(=O)(=O)N1CCC(Oc2ccccc2C(=O)N2CCNC(=O)C2)CC1,-5,-2.5,1.3,-0.9,-2,-19,-8,401*,13,2.0,6
CNC(=O)C1CCN(S(=O)(=O)c2c(C)noc2/C=C/c2cccc(C)c2)CC1,-5,-2.9,4.0,-3.3,-3,-25,-3,-6,15,-0.3,-4
O=C(NC1CCCC1)C1CCCN(S(=O)(=O)c2cccc3cccnc23)C1 (centres undefined),-14,-2.0,4.8,1.7,8,3,9,-6,10,0.8,-32
C/C(=N\Nc1nc(C(C)(C)C)cs1)c1ccc(O)cc1,-14,-1.0,0.2,-0.4,9,15,-9,-18,5,2.1,13
CCCCC(=O)NC(c1ccccc1Cl)c1c(O)ccc2ccccc12 (centres undefined),19,-1.4,3.2,1.5,-13,-27,-11,67,8,2.8,0
N#Cc1ccc(-n2nnc3ccccc3c2=O)c([N+](=O)[O-])c1,-42,4.5,3.0,1.0,1,-2,-5,-10,-23,3.5,1

# Assay outcomes: PubChem, several laboratories
